# Chronic BCR inh = inhibitors of chronic active B-cell receptor signaling; ABC-DLBCL IkBa-CBG/CBR reporter, luminescence ratio, 4 h; Potency, µM (top dose mostly 46.1 µM), without a hit: at the highest dose ratio change, negative = lower green/red ratio, actives largely listed as inhibitors; 0.05% of 340,000 active; active = well fitted inhibition curve with a large enough effect in the signal ratio, with a control signal flat, not every such curve was filed as active; inconclusive = small, poorly fitted or top-dose-only effect, or effect the other way, or a change in a side signal; the % refers to the signal ratio;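 also: potency is read from the fitted curve at half-maximal effect; plate controls were basal doxycycline-induced cells for no effect and cells given 10 µM MG132 for full effect; MG132 reads +100%, hits lower the ratio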
#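 TMD8 human ABC-DLBCL cells with doxycycline-inducible IκBα–green luciferase fusion and unfused red luciferase, in 0.5% FBS medium; compounds up to 46 uM, 4 h at 37C. Green/red luminescence ratio, filter-overlap corrected, fitted to concentration-response curves.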
# A-T KAP1 phos = potential ataxia-telangiectasia treatment; […] A-T fibroblasts, KAP-1 phosphorylation AlphaLISA; neocarzinostatin DNA damage 30 min before lysis; Potency, µM (titrated, usually from 57.5 µM), for the others: at the top dose activation, hits mostly activators; 0.19% of 320,000 active; AID 485349; also: potency is read from the fitted curve at half-maximal effect; % of control where 0% means no effect; nearly all actives have a fitted effect of over 45% in size
#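 hTERT-immortalized A-T patient fibroblasts ([…]), 500 cells/well in OPTI-MEM, 1% FBS, got compounds for 60 min, then NCS for 30 min at 37C. Lysates were then assayed for phospho-KAP-1 by AlphaLISA (anti-pKAP1 donor, anti-KAP1 acceptor beads), 6 hr at 25C.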
# ELG1 DNA repair = inhibitors of ELG1-dependent DNA repair in HEK293T cells. 2.3% of 330,000 active. AID 504467. Potency, µM (top dose mostly 46.1 µM), for inactives: at the highest dose activity change, negative = inhibition, most hits filed as inhibitors. HEK293T ELG1-luciferase reporter, luminescence, 16 h; DNA damage induced by 5-fluorouridine; also: potency is read from the fitted curve at half-maximal effect; % is scaled to controls: 0 for no effect and ±100 for the full control effect; nearly all actives have a fitted effect of over 55% in size
#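 HEK293T cells expressing luciferase-tagged ELG1 (2,000/well) received 5-Fluorouridine plus compound or DMSO for 16 hr at 37 °C. Luciferase was read by ONE-Glo luminescence after 30 min at room temperature.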
# TSHR antagonist = human thyrotropin receptor antagonism. TSHR-expressing cells, TSH-stimulated cAMP HTRF, 2 h; active compounds read low. 0.2% of 330,000 active. activity change, negative = inhibition, % at 11.5 µM;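 active = activity change below a set negative limit, meaning inhibition stronger than a set level, cut at about -70% in these data; inconclusive = activity change between two set negative limits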; also: % is scaled to controls: 0 for no effect and ±100 for the full control effect
#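 Competitive HTRF cAMP read-out (cryptate anti-cAMP antibody, cAMP-d2; 30 min, room temperature) in freshly harvested TSHR cells. Compounds added before TSH at EC80 (4nM final), followed by 2 hours' incubation at 37 deg C.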
# Eya2 phos inh = Eya2 (human) phosphatase inhibition | O00167 | recombinant Eya2, OMFP fluorescence dephosphorylation (OMFP is methylfluorescein phosphate) | Potency, µM (doses to about 76.9 µM), inactives show at the top dose activity, negative = inhibition, most hits filed as inhibitors | 0.006% of 330,000 active | AID 488837; also: potency is read from the fitted curve at half-maximal effect; % is scaled to controls: 0 for no effect and ±100 for the full control effect
# Target sequence (O00167 whole entry, looked up): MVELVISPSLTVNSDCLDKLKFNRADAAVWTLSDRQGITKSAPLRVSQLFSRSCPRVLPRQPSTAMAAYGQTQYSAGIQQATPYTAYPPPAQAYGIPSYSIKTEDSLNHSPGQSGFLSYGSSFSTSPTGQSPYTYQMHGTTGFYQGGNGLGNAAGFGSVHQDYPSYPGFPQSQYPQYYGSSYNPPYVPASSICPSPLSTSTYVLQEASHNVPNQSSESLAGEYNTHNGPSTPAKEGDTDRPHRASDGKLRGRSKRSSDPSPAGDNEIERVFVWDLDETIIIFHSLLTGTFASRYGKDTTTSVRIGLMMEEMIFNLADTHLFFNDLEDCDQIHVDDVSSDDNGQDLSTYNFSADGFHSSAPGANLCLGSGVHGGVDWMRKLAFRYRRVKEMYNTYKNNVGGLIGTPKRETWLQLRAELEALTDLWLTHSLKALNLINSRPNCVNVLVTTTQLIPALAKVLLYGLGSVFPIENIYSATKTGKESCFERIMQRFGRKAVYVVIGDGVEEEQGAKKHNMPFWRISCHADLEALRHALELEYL
#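 Eya2 (0.2 uM) preincubated 10 min at ambient with compound, then OMFP substrate added at 50 uM; 10 min reaction in 50 mM HEPES pH 7.5, 50 mM NaCl, 5 uM MgCl2, 0.05% BSA, 1 mM DTT. Fluorescence read at Ex 485/Em 525 nm.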
# Mito fusion yeast = mitochondrial division inhibition or fusion activation; S. cerevisiae fusion-defective mutant growth rescue, CellTiterGlo 48 h; 0.23% of 320,000 active; AID 485298; Potency, µM (top dose mostly 46.1 µM), without a hit: at the highest dose growth rescue (activation), most hits filed as activators;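 also: potency is read from the fitted curve at half-maximal effect; % of control where 0% means no effect; nearly all actives have a fitted effect of over 45% in size; temperature-sensitive fusion mutants such as fzo1-1 at 37 °C on non-fermentable ethanol glycerol medium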
#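 Luminescent cell viability in 1536-well qHTS format served as the measure of rescued growth in ts fusion-mutant S. cerevisiae cultured on non-fermentable YPEG for 48 hours at 37C.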
# TCR act = activators of T cell receptors. primary human leukocytes, anti-CD3, IL-2 HTRF, 48 h. Potency, µM (series often up to 9.22 µM), for inactives: at the top dose activation of IL-2 secretion, most hits filed as activators. 330,000 tested, under 10 active. AID 504894; also: % of control where 0% means no effect
#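 48 hr co-incubation of compounds, a-CD3 beads and primary human leukocytes; IL-2 quantified homogeneously by HTRF with anti-IL-2 K and d2 conjugates.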
# S-ASM inh = blocks human secretory acid sphingomyelinase; Potency, µM (series often up to 57.5 µM), for the others: at the highest dose activity change, negative = inhibition, actives largely listed as inhibitors; AID 504937; placental ASM, HMU-PC fluorogenic substrate, 60 min; 0.006% of 340,000 active; P17405; also: potency is read from the fitted curve at half-maximal effect
#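 HMU-PC0 cleavage (9 uM final) by human placental ASM, 60 min at 37 °C following 10 min compound exposure at RT; stopped at pH 10, fluorescence Ex 386/Em 447 nm.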
# a7 integrin act = integrin-mediated muscular dystrophy alleviation activation; alpha7betagal myoblasts, beta-gal FDG fluorescence, 48 h; Potency, µM (top dose mostly 38.3 µM), for inactives: at the top dose activation, most hits filed as activators; 0.064% of 350,000 active; AID 624291;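 also: potency is read from the fitted curve at half-maximal effect; 100% = response of the positive control SU9516; nearly all actives have a fitted effect of over 60% in size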
#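 Alpha7betagal+/- myoblasts (passage 13) were plated 16-24 hr, then exposed to compounds (1:260 dilution of DMSO stock) for 48 hours at 37C. After MPER lysis, β-galactosidase reporter activity was read as FDG fluorescence (ex 480/em 540) after 30 minutes.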
# PTAP TSG101 blk = blocks PTAP/TSG101 interaction to inhibit HIV-1 budding; Q99816; Fluorescence polarization, FITC-PTAP peptide / Tsg101 binding; Potency, µM (series often up to 115 µM), for inactives: top-dose activity change, negative = inhibition, most hits filed as inhibitors; 340,000 tested, under 10 active; AID 493005; active = well fitted inhibition curve with a large enough effect in the main read-out, with a control signal flat, not every such curve was filed as active; inconclusive = small, poorly fitted or top-dose-only effect, or effect the other way, or a change in a side signal; inactive = no such curve, though single readings can be large or run the other way; also: potency is read from the fitted curve at half-maximal effect; % of control where 0% means no effect
#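 FP read-out: FITC-PTAP peptide, 50 nM final, binding Tsg101 binding domain, 10 uM final; 20 min, r.t.; 10 mM HEPES pH 7.5, 0.15 M NaCl, 0.01% Tween 20, 3 mM EDTA, 0.1 mM TCEP.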
# Tb PFK block = blocks T. brucei phosphofructokinase; O15648; T. brucei PFK, ADP-Glo luminescence; Potency, µM (top dose mostly 57.5 µM), for the others: at the top dose activity, negative = inhibition, actives largely listed as inhibitors; 0.17% of 330,000 active; AID 485367;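 also: potency is read from the fitted curve at half-maximal effect; 0% = uninhibited 1x PFK enzyme wells and -100% = no-enzyme wells; nearly all actives have a fitted effect of over 60% in size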
# Target sequence (O15648 whole entry, looked up): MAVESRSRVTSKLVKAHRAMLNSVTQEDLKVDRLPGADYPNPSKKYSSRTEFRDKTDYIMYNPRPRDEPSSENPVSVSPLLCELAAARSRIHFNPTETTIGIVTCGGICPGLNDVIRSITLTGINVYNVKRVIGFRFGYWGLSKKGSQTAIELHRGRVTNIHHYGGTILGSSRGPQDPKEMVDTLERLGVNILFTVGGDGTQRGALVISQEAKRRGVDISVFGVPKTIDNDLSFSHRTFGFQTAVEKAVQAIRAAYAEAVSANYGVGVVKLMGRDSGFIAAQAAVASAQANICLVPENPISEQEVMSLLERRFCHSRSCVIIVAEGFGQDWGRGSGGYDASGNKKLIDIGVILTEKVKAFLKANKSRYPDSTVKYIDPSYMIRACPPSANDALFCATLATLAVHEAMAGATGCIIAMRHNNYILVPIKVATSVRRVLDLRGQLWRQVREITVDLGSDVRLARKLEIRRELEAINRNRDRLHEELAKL
#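 In TEA buffer at pH 8.0 with 5 mM MgCl2, enzyme (1.25 nM) converted F6P (0.5 mM) and ATP (0.1 mM) for 45 min at room temperature. ADP product was read by luciferase luminescence.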
# * hit, by the source's call; ? = inconclusive; / = no result given; [ ] = dose if it differs, or a comment. Unless noted, calls follow the shape of the dose curve; as a rule, active = well fitted curve in the direction sought with a large enough effect; inconclusive = small, poorly fitted or top-dose-only effect, or another doubt; inactive = no such curve, though single readings can be large; an effect the other way counts as inactive or inconclusive.
mol	Chronic BCR inh	A-T KAP1 phos	ELG1 DNA repair	TSHR antagonist	Eya2 phos inh	Mito fusion yeast	TCR act	S-ASM inh	a7 integrin act	PTAP TSG101 blk	Tb PFK block
Cc1sc2ncnc(SCC(=O)c3cccs3)c2c1C	0%	9%	?	-31	-4%	2%	6%	2%	-7%	1%	-5%
C=CCn1c(N)cc(=O)nc1SCC(=O)Nc1ccccc1	-2%	6%	3%	0	13%	-1%	/	2%	9%	-5%	-8%
Nn1c(COc2ccccc2)nnc1SCc1cc(=O)[nH]c2ccccc12	?	7%	4%	4	-42%	1%	-3%	3%	43%	-6%	11%
COc1ccc(C(=O)N2CCC(C(N)=O)CC2)cc1S(=O)(=O)N1CCCC1	5%	5%	2%	-5	-15%	-3%	-2%	5%	43%	-1%	-1%
O=C(Cc1ccc(S(=O)(=O)N2CCCC2)s1)NC1CCCCCC1	?	1%	0%	-4	-4%	-3%	-3%	0%	-4%	-6%	?
CCn1c(SCc2ccc(Cl)cc2)nc2nc3c(cc2c1=O)CCCC3	3%	9%	?	4	6%	?	-8%[46.1 µM]	?	18%	3%	0%
COc1ccc(NC(=O)CCNC(=O)c2ccccc2Cl)cc1OC	-5%	2%	16%	2	-3%	15%	-1%	3%	3%	-1%	2%
Cc1ccc(C(=O)NCCc2nnc3ccc(SCC(=O)Nc4ccccc4F)nn23)cc1	0%	8%	11%	-9	-4%	-4%	-2%	-3%	1%	0%	1%
COC(=O)CSc1nc2sc3c(c2c(=O)n1-c1ccccc1)CCN(C)C3	1%	11%	2%	8	6%	2%	2%	13%	18%	-3%	1%
CS(=O)(=O)N(CC(=O)Nc1ccccc1C(=O)NCc1ccccc1)c1ccc2c(c1)OCCO2	-2%	-5%	?	16	-4%	0%	-2%	-3%	-3%	-2%	2%
Cc1ccc(Nc2cc(C)nc3nc(C)nn23)c(C)c1	3%	17%	11%	5	-4%	4%	-1%	-4%	-10%	-3%	13%
O=C(Nc1nnc(-c2ccc(F)cc2)s1)c1c(F)cccc1Cl	?	-7%	?	-4	6%	2%	6%	2%	13%	-4%	0%
COc1ccc([C@@H]2[C@@H]3C(=O)N(C(C)(C)C)C(=O)[C@@H]3[C@]3(C)C(=O)N(c4cccc(F)c4)C(=O)N23)cc1	-7%	3%	17%	2	-5%	1%	3%	5%	24%	-2%	4%
Nc1nc(SCc2ccc(F)cc2)n[nH]1	-5%	3%	14%	-1	-4%	4%	10%	1%	-22%	-4%	-2%
COc1ccc(C(=O)Nc2ccc(C(=O)O)cc2NC(=O)c2ccc(OC)cc2)cc1	7%	-3%	?	-1	8%	8%	-3%	2%	1%	0%	2%
CCN(CC(=O)Nc1ccc2c(c1)OCCO2)C(=O)c1ccc([N+](=O)[O-])s1	5%	-5%	-20%	62	12%	-2%	-9%	-5%	22%	-7%	-14%
O=C(Nc1ccc(N2CCCCC2)cc1)c1cc([N+](=O)[O-])cc([N+](=O)[O-])c1	-5%	1%	2%	8	7%	1%	1%	1%	-5%	-2%	0%
COc1ccc(NS(=O)(=O)c2cc([N+](=O)[O-])ccc2N/N=C\c2c(C)[nH]c3ccccc23)cc1	6%	-4%	-4%	-4	5%	6%	5%	-23%	12%	4%	6%
O=C(Nc1ccc2c(c1)OCO2)C1COc2ccccc2O1 (centres undefined)	2%	1%	?	-3	5%	1%	/	-2%	16%	-3%	-6%
COc1ccc(C(=O)Cc2cnn(-c3ccccc3)c2)c(O)c1	?	0%	?	-7	-14%	1%	-2%	2%	-14%	0%	0%
CCOc1ccc(NC(=S)N2c3ccccc3CC2C)cc1 (centres undefined)	-1%	2%	-18%	-4	-19%	2%	4%	-5%	-11%	-4%	1%
Cc1cc(Nc2ccc(F)cc2)n2nc(C)nc2n1	1%	5%	8%	7	9%	-5%	0%	1%	15%	-3%	-4%
O=C(OCC(=O)N1CCCC1=O)c1cccc(S(=O)(=O)N2CCOCC2)c1	-7%	-10%	7%	14	-16%	-1%	-20%	/	2%	-4%	-3%
FC(F)(F)c1cc(Cl)c2nnc(-c3ccccn3)n2c1	0%	-4%	7%	2	11%	7%	5%	-1%	1%	-9%	-3%
COC(=O)c1c(NC(=O)C2C3C=CC(CC3)C2C(=O)O)sc(C)c1C (centres undefined)	2%	12%	-5%	-2	7%	26%	2%[46.1 µM]	4%	-31%	-3%	0%
CNS(=O)(=O)c1ccc(NCC2COc3ccccc3O2)c([N+](=O)[O-])c1 (centres undefined)	?	5%	6%	0	-9%	1%	3%[46.1 µM]	?	-19%	-1%	-12%
Cc1nc2ccc(NC(=O)Cc3ccc(Br)cc3)cc2s1	?	-4%	?	1	-8%	-24%	4%	-2%	5%	-11%	-16%
CC(=O)Nc1ccc(S(=O)(=O)N2CCN(C34CC5CC(CC(C5)C3)C4)CC2)cc1	-3%	5%	-7%	-1	-1%	-6%	-10%	-1%	-2%	-5%	0%
C[C@@H](NC(=O)c1cc2c([nH]c3ccccc32)c(-c2ccccc2)n1)C(=O)O	-2%	0%	-18%	-8	1%	-5%	-7%	27%	-42%	-2%	-1%
CCCCNC(=S)N(C)/N=C/c1c(F)cccc1F	1%	1%	13%	-12	-4%	-2%	3%[46.1 µM]	-7%	0%	0%	-2%
CCS(=O)(=O)N1CCC(C(=O)NCCCN2CCCC2)CC1	-12%	-3%	8%	17	1%	-1%	3%	8%	15%	-9%	-4%
COc1ccc(Cl)cc1C(=O)OCC(=O)Nc1cccnc1Cl	-1%	-3%	?	-7	3%	16%	/	-1%	?	-10%	3%
COc1ccc(C(=O)CCC(=O)Nc2cccnc2)cc1	-2%	3%	-12%	-1	0%	4%	0%	-4%	-2%	-3%	-3%
CCc1c(C)nc2c(-c3ccccc3)c(C)[nH]n2c1=O	-4%	7%	-13%	12	3%	0%	/	6%	1%	-1%	-15%
CC(C)COc1ccc(Br)cc1CNC(C)(C)C	-4%	-1%	-2%	-18	10%	0%	-5%	6%	8%	-7%	1%
Fc1cccc(Nc2nc(Cl)nc(Cl)n2)c1	4%	1%	-1%	3	-2%	2%	9%	6%	6%	2%	-1%
Cc1ccc(-c2csc3ncn(CC(=O)OC(C)C)c(=O)c23)cc1	2%	-6%	?	-13	9%	-2%	12%	-1%	-6%	-2%	-1%
CCN(C(=O)COC(=O)/C=C/c1ccc(F)cc1)C1CCCCC1	?	4%	13%	-23	-8%	/	-3%	-1%	-4%	0%	1%
Cc1cccc(OCC(=O)Nc2ccccc2N2CCCCC2)c1C	?	?	9%	-34	5%	27%	0%	/	3%	0%	2%
COC(=O)c1c(-c2ccccc2OC)sc2ccccc12	?	20%	-18%	-21	-6%	15%	0%	-4%	-20%	/	7%
Cc1ccccc1NC(=O)Nc1ccc2c(c1)CCC2	-17%	6%	?	0	-1%	-2%	3%	1%	-3%	1%	0%
O=C(c1ccco1)N1CCCC(Nc2ccc3c(c2)OCCO3)C1 (centres undefined)	?	-4%	?	21	-1%	4%	-6%	5%	-18%	0%	0%
CC(=O)c1ccc2noc(-c3ccc(C)cc3)c2c1	?	-5%	-14%	6	1%	-2%	2%	129%[activator]	-11%	-4%	1%
COc1ccc(NC(=O)CSc2n[nH]c(-c3ccco3)n2)cc1	-1%	-3%	10%	-3	10%	-6%	3%	2%	?	-3%	-14%
O=C(O)C1OC(Oc2c(-c3ccc(O)c(O)c3)oc3cc(O)cc(O)c3c2=O)C(O)C(O)C1O (centres undefined)	0%	-21%	11%	-4	-5%	-1%	-5%	-18%	11%	5%	?
CC(C)c1cccc(C(C)C)c1NC(=O)CNCC(O)c1ccccc1 (centres undefined)	7%	-7%	0%	5	-7%	10%	15%	3%	0%	1%	1%

# From PubChem
